Source: PubChem BioAssay
AHR activator – activates the human aryl hydrocarbon receptor. P35869. AHR-responsive luciferase reporter cells, luminescence. activation, % at 5 µM. 320,000 compounds, 2.5% hits. AID 2796; in the data active = activation above about 47%;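 also: 0% = vehicle wells and 100% = reference agonist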
Target sequence (P35869 whole entry, looked up): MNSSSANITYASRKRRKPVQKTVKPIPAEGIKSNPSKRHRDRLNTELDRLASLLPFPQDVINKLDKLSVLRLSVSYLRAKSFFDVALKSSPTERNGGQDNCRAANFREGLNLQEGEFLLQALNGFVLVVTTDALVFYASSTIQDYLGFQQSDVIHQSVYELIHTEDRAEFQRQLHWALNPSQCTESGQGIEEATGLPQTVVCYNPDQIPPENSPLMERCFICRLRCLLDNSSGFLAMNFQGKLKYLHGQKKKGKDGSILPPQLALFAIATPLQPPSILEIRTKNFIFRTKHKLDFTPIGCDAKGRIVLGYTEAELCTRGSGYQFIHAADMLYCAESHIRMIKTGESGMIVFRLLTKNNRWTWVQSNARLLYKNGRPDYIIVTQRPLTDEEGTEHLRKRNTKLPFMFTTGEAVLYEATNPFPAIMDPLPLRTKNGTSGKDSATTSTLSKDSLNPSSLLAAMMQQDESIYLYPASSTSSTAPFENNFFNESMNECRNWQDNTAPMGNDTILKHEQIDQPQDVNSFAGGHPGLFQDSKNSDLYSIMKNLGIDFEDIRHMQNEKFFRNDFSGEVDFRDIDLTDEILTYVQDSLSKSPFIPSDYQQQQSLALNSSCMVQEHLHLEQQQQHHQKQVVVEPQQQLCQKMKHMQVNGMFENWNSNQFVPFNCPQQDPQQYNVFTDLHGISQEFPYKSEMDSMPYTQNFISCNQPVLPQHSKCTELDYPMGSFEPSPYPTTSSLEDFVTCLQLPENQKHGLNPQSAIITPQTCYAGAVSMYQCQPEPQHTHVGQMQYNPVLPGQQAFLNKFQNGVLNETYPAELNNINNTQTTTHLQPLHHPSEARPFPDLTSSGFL
MEX-5 binding – C. elegans MEX-5 TCR-2 RNA binding activity | MEX-5/FITC-TCR2 RNA binding, fluorescence polarization; hits give low values | Q9XUB2 | activity score (negative = inhibition of binding), % at 10 µM | AID 1832 | 300,000 compounds, 0.38% hits;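 active = inhibition past about -25% in most replicates, and total fluorescence under double the plate's negative control median, limit read from the data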;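 also: 0% = DMSO and -100% = 5 µM competing unlabeled TCR2 RNA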
MCL1 BIM primary – MCL1-BIM-BH3 interaction inhibition (human); GST-MCL1 / FITC-Bim-BH3 fluorescence polarization; inhibition, % at 10.9 µM; 320,000 compounds, 0.68% hits; Q07820;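 active = inhibition above the mean inhibition of all tested compounds plus 3 SD, set per campaign, cut at about 40% in these data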;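 also: 0% = DMSO wells and 100% = unlabeled Bim-BH3 peptide control; higher means more loss of mP so more displacement of Bim peptide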
PME-1 primary – blocks human protein phosphatase methylesterase 1; Q9Y570; recombinant PME-1, FP-Rh probe fluorescence polarization; inhibition, % at 5.9 µM; 320,000 compounds, 0.53% hits; AID 2130;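 active = inhibition above the campaign mean of all compounds plus 3 SD, cut at about 26% in these data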;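 also: competitive labeling of PME-1 active site by serine hydrolase directed probe; 0% = PME-1 with DMSO and 100% = wells lacking PME-1 enzyme; inhibitors block probe labeling so polarization falls and inhibition rises; many of its hits are not listed in these tables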
Fam108B inh – counter-screen for RBBP9 inhibitors: inhibitors of mouse Fam108B. recombinant Fam108B, FP-Rh probe fluorescence polarization. inhibition, % at 9.51 µM. AID 1947. 300,000 compounds, 0.33% hits;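 active = inhibition above the screen mean inhibition plus 3 SD, computed separately per campaign, cut at about 18% in these data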;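 also: inhibitors lower polarization as less probe binds the enzyme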
pPAFAH FP inh – inhibitors of human plasma PAF acetylhydrolase (pPAFAH) | Q13093 | recombinant pPAFAH, FP-rhodamine probe fluorescence polarization | inhibition, % at 3.39 µM | 330,000 compounds, 1.5% hits;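 active = inhibition above the mean inhibition across the screen plus 3 SD, cut at about 25% in these data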;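 also: inhibitors block binding of the rhodamine activity-based probe so polarization drops; 0% = enzyme with DMSO and 100% = wells lacking pPAFAH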
GLD-1 TGE inh – GLD-1-TGE RNA interaction inhibition (C. elegans); Q17339; purified GLD-1 + fluorescein TGE RNA, fluorescence polarization; 320,000 compounds, 0.44% hits; AID 2280; inhibition, % at 5.96 µM;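 active = percent inhibition above a per-plate cutoff, the plate mean of test compounds plus 3 SD, cut at about 30% in these data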;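 also: 0% = DMSO wells with GLD-1 and probe and 100% = wells lacking GLD-1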
PAFAH1B2 FP inh – PAFAH1B2 (human) inhibition; AID 492953; recombinant PAFAH1B2, FP-rhodamine activity probe, fluorescence polarization; inhibition, % at 3.39 µM; P68402; 340,000 compounds, 1.2% hits;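 active = inhibition above the mean of all tested compounds plus 3 SD, cut at about 24% in these data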;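 also: 0% = enzyme with DMSO and 100% = wells lacking PAFAH1B2; many of its hits are not listed in these tables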
Bcl-xL primary – inhibitors of human Bcl-xL. GST-Bcl-xL / FITC-Bim BH3 peptide fluorescence polarization. inhibition, % at 10.9 µM. Q07817. 320,000 compounds, 0.7% hits;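 active = inhibition above the mean of all tested compounds plus 3 SD, cutoff set per campaign, cut at about 30% in these data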;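 also: 0% = DMSO wells and 100% = unlabeled Bim-BH3 peptide competitor; inhibitors lower millipolarization by displacing the labeled peptide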
Starred values were filed as active, the others as inactive; x = no result given. The list is partial, so the mix of outcomes need not match the whole.

Short forms – A = AHR activator; B = MEX-5 binding; C = MCL1 BIM primary; D = PME-1 primary; E = Fam108B inh; F = pPAFAH FP inh; G = GLD-1 TGE inh; H = PAFAH1B2 FP inh; I = Bcl-xL primary
[1] Clc1ccc(C(c2ccc(Cl)cc2)n2cc[n+](CC(OCc3ccc(Cl)cc3Cl)c3ccc(Cl)cc3Cl)c2)cc1 (stereo not given)
  A: 0; B: x; C: -14; D: 2; E: 3; F: 13; G: -2; H: 2; I: 4
[2] CN(C)C(=O)Oc1noc2cc(Cl)ccc12
  A: 0; B: -1.4; C: 2; D: -1; E: -1; F: 43*; G: -5; H: 0; I: 6
[3] CCN1C(=O)C(=C/C=C/c2ccco2)C(=O)N(CC)C1=S
  A: -3; B: 1.2; C: -31; D: -69; E: -40; F: -28; G: -8; H: -42; I: 10
[4] Brc1cccc(CNCCc2ccc3c(c2)OCO3)c1
  A: 6; B: 1.6; C: -6; D: 6; E: 0; F: -5; G: -6; H: 1; I: -4
[5] COc1ccc(C(O)P(=O)(Oc2ccccc2)Oc2ccccc2)cc1 (stereo not given)
  A: 2; B: -1.1; C: -2; D: 38*; E: 3; F: -2; G: 10; H: -1; I: 6
[6] Oc1ccccc1Cl
  A: 1; B: x; C: x; D: x; E: x; F: 9; G: 0; H: -1; I: x
[7] COc1ccc(CCNCc2ccc(Br)cc2)cc1OC
  A: 0; B: -0.4; C: -3; D: -2; E: -4; F: 5; G: -6; H: 0; I: -1
[8] CN1C(=O)NC(=O)/C(=C/c2ccc([N+](=O)[O-])o2)C1=O
  A: -2; B: -43*; C: 27; D: -5; E: 4; F: 12; G: 5; H: x; I: 30*
[9] N#CCCn1cc(C(=O)Nc2ccc([N+](=O)[O-])cc2)c(-c2ccc3c(c2)OCCO3)n1
  A: 0; B: x; C: -1; D: -7; E: -4; F: 0; G: 0; H: -1; I: 0
[10] COP(=O)(CC(=O)O)c1ccccc1 (stereo not given)
  A: -3; B: -0.3; C: 0; D: -3; E: 3; F: -2; G: -3; H: -1; I: 1

Next structures follow:
Short forms – A = AHR activator; B = MEX-5 binding; C = MCL1 BIM primary; D = PME-1 primary; E = Fam108B inh; F = pPAFAH FP inh; G = GLD-1 TGE inh; H = PAFAH1B2 FP inh; I = Bcl-xL primary
[11] O=c1[nH]c2ccccc2o1
  A: 1; B: x; C: -10; D: -2; E: 0; F: -7; G: 11; H: 4; I: -7
[12] C[C@@H]1C(=O)O[C@@H]2[C@H](O)C34[C@@H]5OC(=O)C3(O[C@H]3OC(=O)[C@H](O)C34[C@H](C(C)(C)C)[C@H]5O)[C@@]12O (stereo not given in full)
  A: -3; B: 0.1; C: -4; D: 4; E: 2; F: 3; G: -15; H: 1; I: 0
[13] CN(C)C(=O)Oc1cccc(NC(=O)c2ccccc2C(F)(F)F)c1
  A: 4; B: -1.5; C: -3; D: -2; E: 4; F: -5; G: 0; H: 3; I: 2
[14] C[C@]12CC[C@H](O)CC1C(=O)CC1C2CC[C@@]2(C)C1CC[C@@H]2O (stereo not given in full)
  A: 2; B: x; C: x; D: x; E: x; F: -1; G: -4; H: 2; I: x
[15] CCC(=O)Nc1ccc(N2CCN(CC)CC2)c(Cl)c1
  A: 0; B: 1.1; C: -4; D: 0; E: 1; F: 0; G: 6; H: 3; I: 1
[16] CC12CN3CN(C1)CC(c1ccccc1)(C3)C2=O
  A: 0; B: 1.2; C: 1; D: 1; E: -1; F: 4; G: -1; H: 2; I: 2
[17] COc1ccc(CNCCc2c[nH]c3ccccc23)c(OC)c1OC
  A: 2; B: 0.6; C: 6; D: 2; E: -5; F: 5; G: 4; H: 4; I: 4
[18] CNC(C(=O)c1ccccc1)C(OC(C)C)c1ccc(Cl)cc1 (stereo not given)
  A: -1; B: -2.0; C: 1; D: -3; E: -2; F: 3; G: 2; H: 14; I: 6
[19] Cc1cccc(OCCn2cccc2/C=C2/C(=O)NC(=O)N(Cc3ccco3)C2=O)c1
  A: -3; B: 1.0; C: -11; D: 13; E: 5; F: 22; G: -28; H: x; I: 0
[20] CCCCC1C(=O)NC(=S)NC1=O
  A: 2; B: 2.7; C: -17; D: -4; E: 4; F: 5; G: -1; H: x; I: -22

Continued:
Short forms – A = AHR activator; B = MEX-5 binding; C = MCL1 BIM primary; D = PME-1 primary; E = Fam108B inh; F = pPAFAH FP inh; G = GLD-1 TGE inh; H = PAFAH1B2 FP inh; I = Bcl-xL primary
[21] NCCCCCC(=O)OC1N=C(c2ccccc2Cl)c2cc(Br)ccc2NC1=O (stereo not given)
  A: 0; B: 0.6; C: 6; D: -1; E: 2; F: 3; G: -9; H: -1; I: 7
[22] O=C(NCc1cccnc1)NC1CCCCC1
  A: 0; B: -0.2; C: 0; D: -6; E: -4; F: -4; G: 0; H: -1; I: 2
[23] COc1ccc(/C=C2/C(=O)NC(=O)N(Cc3ccco3)C2=O)cc1
  A: 0; B: -81*; C: 1; D: 1; E: 2; F: 9; G: -26; H: x; I: -5
[24] COC(=O)C1=C(c2cc3ccccc3s2)C[C@@H]2CC[C@H]1N2C(=O)NCCS(C)=O (stereo not given in full)
  A: -1; B: -0.2; C: -5; D: 1; E: -4; F: 9; G: 5; H: 4; I: -2
[25] CCC1=Nc2cc(C(=O)N3CCC4(CC3)OCCO4)ccc2Sc2ccc(C)cc21
  A: 4; B: 1.8; C: 1; D: -4; E: -2; F: 6; G: 4; H: 4; I: 2
[26] C[C@@H]1CC2C3CC=C4C[C@@H](O)CC[C@]4(C)C3CC[C@]2(C)[C@H]1O (stereo not given in full)
  A: -1; B: x; C: x; D: x; E: x; F: 2; G: 2; H: 1; I: x
[27] COC(=O)C1=C(c2cc3ccccc3o2)C[C@@H]2CC[C@H]1N2C(=O)N1CCCC1
  A: 0; B: 1.2; C: -5; D: 0; E: 1; F: 4; G: 6; H: 0; I: 2
[28] CCN1CCN(C(=O)COc2ccc3oc4c(c3c2)CCCC4)CC1
  A: 2; B: x; C: x; D: x; E: x; F: -1; G: 5; H: 7; I: x
[29] CCCc1nnc(NC(=O)CCC(=O)N2CCC3(CC2)OCCO3)s1
  A: -3; B: 1.5; C: 44*; D: -1; E: 2; F: 3; G: 23; H: 0; I: 54*
[30] COc1cccc(-c2sc3ccccc3c2-c2ccc(OCCN3CCOCC3)cc2)c1
  A: 0; B: x; C: x; D: x; E: x; F: 12; G: 0; H: 4; I: x

Next entries:
Short forms – A = AHR activator; B = MEX-5 binding; C = MCL1 BIM primary; D = PME-1 primary; E = Fam108B inh; F = pPAFAH FP inh; G = GLD-1 TGE inh; H = PAFAH1B2 FP inh; I = Bcl-xL primary
[31] Cc1cc(N(CCCl)CCCl)ccc1/C=N/N=C(\N)c1cnccn1
  A: 1; B: -0.5; C: -2; D: 11; E: 3; F: 3; G: -4; H: 14; I: 0
[32] COC(=O)C1=C(c2ccc(F)cc2F)C[C@@H]2CC[C@H]1N2C(=O)NC1Cc2ccccc2C1
  A: 3; B: x; C: 4; D: -3; E: x; F: 2; G: -1; H: 3; I: 1
[33] CC1(C)C(=O)CC[C@@]2(C)C1=CCC1C2CC[C@]2(C)C(=O)CCC12 (stereo not given in full)
  A: 0; B: x; C: x; D: x; E: x; F: 2; G: -5; H: 0; I: x
[34] CNC(=O)Oc1ccc2c(c1)C(=O)c1ccccc1CO2
  A: -3; B: 1.8; C: -1; D: -4; E: -3; F: 0; G: 3; H: 3; I: 1
